Screening results deposited in PubChem by several laboratories.
thrombin 1536: human alpha-thrombin inhibitors, primary screen, counter-screen for coagulation protease inhibitor project, biochemical, 1536-well, fluorogenic AMC substrate; Prothrombin (Homo sapiens), P00734; inhibition, % at 5 µM; hit rate 0.26% among 220,000; Boc-VPR-AMC fluorogenic substrate cleavage;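 active = inhibition at or above 40%; inactive = inhibition below 40%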;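 also: 0% = enzyme with no compound and 100% = wells without enzyme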
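System: human alpha-thrombin protein; Compound dosing: one concentration per compound, 5 µM, with 0.2% DMSO; Timing: reaction at room temperature; Technique: AMC fluorescence, 355/460 nm; Controls: enzyme without compound as high, wells lacking enzyme as low.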
FXIIa inh: human FXIIa protease inhibitors, primary screen, biochemical, 1536-well | Coagulation factor XII (Homo sapiens), P00748 | purified FXIIa, Boc-QGR-AMC fluorogenic substrate, 2 h | inhibition, % at 5 µM | hit rate 0.3% among 220,000; in the data active = inhibition above about 40%;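 also: 0% = enzyme with no compound and 100% = blank without enzyme; many of its hits are not listed in these tables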
KCC2 mod: KCC2 cotransporter modulators, thallium flux, primary screen, cell-based, HEK293 KCC2, FluoZin-2 fluorescence, MLSMR. Solute carrier family 12 member 5 (Homo sapiens), Q9H2X9. KCC2 cells, thallium flux FluoZin-2 fluorescence. B-score of Tl+ flux slope (higher = more flux/activation; lower = inhibition) at 10 µM. hit rate 2.2% among 190,000;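 active = thallium flux slope and its plate-corrected score both differing from the plate sample mean at a set confidence after two filtering rounds, in either direction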;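 also: slope of fluorescence scaled to starting intensity during 10 to 20 s after thallium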
Furin inh: human furin inhibitors, primary screen, biochemical, fluorescence intensity; hit rate 0.061% among 220,000; purified furin, fluorogenic substrate cleavage; P09958; inhibition, % at 30 µM; in the data active = inhibition above about 25%; also: inactives centre near -15
KLK5 inh: human KLK5 protease inhibitors, primary screen, biochemical, 1536-well; hit rate 0.59% among 210,000; Kallikrein-5 (Homo sapiens), Q9Y337; recombinant hK5, fluorogenic AMC substrate cleavage; AID 873, 2007; inhibition, % at 5 µM;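 active = inhibition of 40% or more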;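 also: 0% = enzyme controls without compound and 100% = no-enzyme blanks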
Target sequence (Q9Y337 67-293 limits assumed): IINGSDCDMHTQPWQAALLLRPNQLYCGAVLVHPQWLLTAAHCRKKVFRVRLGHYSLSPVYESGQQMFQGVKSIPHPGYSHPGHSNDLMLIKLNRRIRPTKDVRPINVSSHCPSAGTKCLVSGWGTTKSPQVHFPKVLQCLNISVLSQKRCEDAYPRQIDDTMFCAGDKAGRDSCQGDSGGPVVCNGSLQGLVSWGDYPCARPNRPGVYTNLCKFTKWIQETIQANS
PERK inh: block of dimerizer-induced PERK translation repression, primary screen, PERK inhibitor project, CHO PERK-DD cells, SEAP luminescence, HTS. Eukaryotic translation initiation factor 2-alpha kinase 3 (Homo sapiens), Q9NZJ5. CHO PERK-DD fusion, SEAP luminescence translation reporter. inhibition, % at 5.6 µM. hit rate 0.17% among 220,000. AID 1416, 2008;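 active = inhibition above the mean inhibition of all tested compounds plus 3 SD, set separately per screening campaign, cut at about 2.9% in these data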;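 also: PERK kinase domain activated by AP20187 dimerizer at 100 nM; 0% = DMSO with dimerizer and 100% = rapamycin at 8.4 µM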
FXIa inh: human FXIa protease inhibitors, primary screen, biochemical, 1536-well; Coagulation factor XI (Homo sapiens), P03951; purified FXIa, Boc-Glu-Ala-Arg-AMC fluorogenic substrate; inhibition, % at 5 µM; hit rate 0.14% among 220,000; AID 798, 2007;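 active = inhibition of at least 40%; inactive = inhibition below 40%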;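 also: fluorescence of freed AMC excited at 355 nm; 0% = enzyme without compound and 100% = no enzyme blank; many of its hits are not listed in these tables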
Target sequence (P03951 19-387 limits assumed): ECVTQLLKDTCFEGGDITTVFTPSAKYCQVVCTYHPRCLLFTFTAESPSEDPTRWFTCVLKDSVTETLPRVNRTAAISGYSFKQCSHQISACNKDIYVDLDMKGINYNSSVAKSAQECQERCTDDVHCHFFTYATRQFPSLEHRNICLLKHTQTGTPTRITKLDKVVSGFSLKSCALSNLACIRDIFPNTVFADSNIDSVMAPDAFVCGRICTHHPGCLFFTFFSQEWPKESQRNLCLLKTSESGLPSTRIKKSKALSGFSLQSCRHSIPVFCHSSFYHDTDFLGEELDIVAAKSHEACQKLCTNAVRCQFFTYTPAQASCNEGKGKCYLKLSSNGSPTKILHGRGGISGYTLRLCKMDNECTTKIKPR
Target sequence (P03951 388-625 limits assumed): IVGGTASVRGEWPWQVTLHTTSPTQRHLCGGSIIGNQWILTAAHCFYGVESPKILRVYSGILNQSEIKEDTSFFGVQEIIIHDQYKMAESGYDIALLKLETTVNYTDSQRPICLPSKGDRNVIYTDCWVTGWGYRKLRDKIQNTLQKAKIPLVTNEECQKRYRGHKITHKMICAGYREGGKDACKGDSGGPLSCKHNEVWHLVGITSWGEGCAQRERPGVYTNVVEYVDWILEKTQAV
p97 inhibitor: inhibitors of human p97 ATPase, primary screen, biochemical; AID 1481, 2009; hit rate 0.42% among 220,000; recombinant p97 ATPase, Kinase-Glo ATP luminescence, 3 h; inhibition, % at 8 µM; in the data active = inhibition above about 15%;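 also: 0% = DMSO vehicle and 100% = wells lacking enzyme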
Wee1 degr inh: Wee1 degradation inhibitors, primary screen, cell-based, HeLa, Wee1K328M-luciferase, luminescence; Wee1-like protein kinase (Homo sapiens), P30291; AID 1321, 2008; hit rate 1.2% among 220,000; reporter increase, % at 5 µM; HeLa Luc-Wee1K328M stability; 100% = proteasome inhibitor MG132 effect;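 active = activation above the mean of all tested compounds plus 3 SD, set per screening run, cut at about 8.8% in these data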;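 also: cells exposed to compound for 20 h before luminescence read; 0% = DMSO alone and 100% = MG132 at 30 µM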
* = called active by the depositor; · = no result given; [ ] = remark or other dose.

SMILES	thrombin 1536	FXIIa inh	KCC2 mod	Furin inh	KLK5 inh	PERK inh	FXIa inh	p97 inhibitor	Wee1 degr inh
O=C(Nc1ccc(S(=O)(=O)N2CCc3ccccc32)cc1)c1ccco1	-8	16	0.37	-26	-13	-0.7	1	2	-4
CCCCOCCCNC(=O)N[C@H](C(=O)OC)C(C)C	-9	17	-0.33	-20	-9	-0.6	2	2	0
O=C(O)CCCCCNS(=O)(=O)c1cccc2c1C(=O)c1ccccc1C2=O	-4	7	-0.068	-14	-4	1.2	5	-1	-4
Cc1cc(C(=O)N/N=C/C=C/c2ccc([N+](=O)[O-])cc2)n[nH]1	0	·	-1.8	-11	2	1.1	-1	1	2
COc1ccc2cc(C(C)=O)c(=O)oc2c1	-3	10	0.49	-13	-10	0.7	5	3	-3
COc1ccccc1NC(=O)Cn1nnc(-c2ccccc2NC(=O)c2ccco2)n1	-2	9	0.73	-11[20 µM]	5	-0.2	-2	1	0
COC(=O)c1c(C)cc(OC(C)=O)c(C)c1OC(C)=O	-14	5	·	-16	-19	2.5	-8	4	-3
COc1ccc2cc(CCNC(=O)C3CCCC3)c(=O)[nH]c2c1	-3	12	0.017	-26	-12	1.5	1	5	-2
COc1cc(/C=N/NC(=O)CCN2CCCCC2)ccc1O	-3	-6	-0.19	-9	-23	-0.2	1	1	0
CC(C)Cn1c(SCC(=O)NC(=O)Nc2ccc3c(c2)OCCO3)nc2ccccc2c1=O	1	16	17*	-12	-2	0.2	5	3	0
O=C1C(C2=NC(c3ccccn3)C3C(=O)N(c4ccccc4)C(=O)C23)=C(O)c2ccccc21 (stereo unspecified)	-1	10	·	-32	-4	1.8	1	6	-4
C=CCn1c(SCc2nc3ccccc3c(=O)[nH]2)nc2ccccc2c1=O	3	10	-1.8	-12[20 µM]	-3	-1.3	1	6	-3
Cc1cc(C)nc(Nc2cc([N+](=O)[O-])ccc2C)n1	2	13	0.49	-13	·	0.7	4	1	-2
COc1ccc(/C=N\NC(=O)c2ccc(Cn3cc(Br)c([N+](=O)[O-])n3)o2)c(OC)c1C	0	-1	0.27	-7	-6	0.2	-6	4	-1
COc1ccc(Br)c(C(=O)Nn2c(C)nc3ccccc3c2=O)c1	3	14	-0.17	-22	-2	-1.4	6	9	4
CC(C)C(NC(=O)c1ccc(C(C)(C)C)cc1)C(=O)NCC(c1ccccc1)N(C)C (stereo unspecified)	-5	13	-0.37	-12	-5	-0.2	2	4	-2
O=C(CN1CCC(NC(=O)c2ccc(Br)cc2)CC1)NCc1cccs1	-8	5	-1.5	-31	-3	0.6	-1	5	0
Cc1noc(C)c1COc1cccc(C(=O)OC(C)C(=O)Nc2c(C)n(C)n(-c3ccccc3)c2=O)c1 (stereo unspecified)	1	12	0.53	-25	·	-0.5	2	5	-1
NC(=O)CSC1=Nc2ccccc2C2=NC(CC(=O)NCc3cccs3)C(=O)N12 (stereo unspecified)	0	23	·	-10	-23	1.5	19	0	3
Fc1cccc(CSc2nc3ncc(Cl)cc3[nH]2)c1	-10	0	0.47	-17	-3	0.9	0	6	11*
CCOc1ccc(-n2nc(C(=O)NCCOC)c3ccccc3c2=O)cc1	-2	11	1.2	-12	-24	-0.7	-2	2	0
Cc1ccc(N2NC(=O)/C(=C\c3cc4c(cc3[N+](=O)[O-])OCO4)C2=O)cc1C	-1	11	-2.6	-27	-9	0.9	9	3	0
Cc1cccc(-n2c(SCc3cc(=O)n4ccsc4n3)nc3ccccc32)c1	-4	5	0.22	5[20 µM]	13	-0.9	2	2	-2
Cn1cnnc1SCc1ccc(C#N)cc1Cl	-9	-8	·	-15	26	0.6	-4	10	-1
O=Nc1c(O)n(Cc2ccc(Cl)c(Cl)c2)c2ccccc12	-3	-16	0.18	-1	-17	-0.9	-16	-5	0
COc1cc(C(=O)NC(c2ccccc2)c2ccccc2)cc(Cl)c1OC	-2	6	-2.5	-18	-3	0.7	8	1	-1
COc1ccc2c(OC)cc(=O)n(C)c2c1	-13	9	-1.1	-14	-14	0.1	1	1	0
Fc1cccc(CSc2ccc3nnc(-c4cccnc4)n3n2)c1	5	12	2.3	-28	3	-0.2	0	1	-2
O=C(Nc1nc(-c2cccs2)c(-c2cccs2)s1)C1CCCC1	-4	8	0.059	-17	-10	0.6	4	4	0
O=C(NC(=S)NCCc1ccccn1)c1ccccc1	-56	8	-0.79	-35	-1	0.0	-1	3	3
CC1(C)CC(NC(=O)CCc2nnc(CCCCc3ccccc3)o2)CCO1 (stereo unspecified)	-3	9	-0.29	-16	-5	-0.2	-1	-3	2
Cc1ccc(C(=O)c2cc([N+](=O)[O-])ccc2N2CCCCC2)cc1C	0	8	-2.3	-7	-6	-0.3	10	5	6
Cc1c(NC(=O)C(C)N2CC(C)OC(C)C2)c(=O)n(-c2ccccc2)n1C (stereo unspecified)	-8	15	·	-29	-12	1.2	-3	6	2
O=c1[nH]cnc2c([N+](=O)[O-])cccc12	-7	8	0.72	-15[20 µM]	-2	0.7	3	-1	-1
CCCCNC(=O)c1onc(CSc2cccc(OC)c2)c1C(=O)O	0	6	-0.39	-24[20 µM]	4	0.7	14	2	-2
O=C1NC(Nc2nc3ccccc3s2)(C(F)(F)F)C(=O)N1C1CCCCC1 (stereo unspecified)	-7	16	-0.15	-8[20 µM]	-15	-0.9	-2	1	-2
O=C(CN1CCN(Cc2ccccc2)CC1)N/N=C/c1ccc(Br)s1	-1	3	-0.36	-17	0	1.0	11	3	-1
CCc1nc(SCC(=O)N2c3ccccc3Sc3ccccc32)c2ccccc2n1	1	19	·	-9	-19	-0.1	28	0	-2
COc1cccc(-c2nc(CS(=O)(=O)CC(=O)NCc3ccc(Cl)cc3)c(C)o2)c1	4	4	1.2	-3	-1	0.9	-5	5	1
O=C(Nc1nnc(C2CCCCC2)s1)c1ccc(Br)s1	1	11	0.75	-25[20 µM]	-17	-0.1	4	7	-3
CC(NC(=O)c1ccc(F)cc1)c1ccc2c(c1)CCCC2 (stereo unspecified)	-5	4	-1.2	-5	5	0.5	-8	-3	3
O=[N+]([O-])c1cc2c(cc1/C=N/Nc1nc(Nc3ccccc3)nc(N3CCCCC3)n1)OCO2	5	13	0.67	-15[20 µM]	3	0.7	0	4	1
CCn1c(=O)c2c(nc(SCc3ccccn3)n2C)n(C)c1=O	-3	12	0.094	-20	-3	-0.7	0	1	-2
Cc1noc(C)c1C(=O)N1CCN(C(=O)c2sc3cc(Cl)ccc3c2Cl)CC1	2	-1	-0.022	-21[20 µM]	-23	-0.9	-1	0	0
O=S(=O)(c1ccc(NC(=S)NCc2ccncc2)cc1)N1CCCCC1	2	3	-0.24	-9	-5	0.5	-2	7	1
O=C(N/N=C\C=C\c1ccco1)C1COc2ccccc2O1 (stereo unspecified)	4	14	0.79	4	5	0.8	4	7	3
COc1ccc2c(c1)O[C@@H](c1cccc(C(F)(F)F)c1)[C@H](OC(=O)Nc1ccc(OC(F)F)cc1)C2=O	3	15	0.79	-16	-9	-0.7	5	5	-3
COC(=O)c1c[nH]n2c(=O)c(Cc3ccc(F)cc3Cl)c(C)nc12	0	15	0.047	-5	15	0.3	-1	6	-1
O=C(NC1(C(F)(F)F)C(=O)Nc2c1c(=O)[nH]c(=O)n2-c1ccc(F)cc1)c1cccnc1 (stereo unspecified)	0	24	1.3	-21[20 µM]	8	0.4	15	3	-2
O=C(O)c1cc(Cl)c2c(c1)OCO2	-6	3	0.38	-24	-1	1.3	-6	3	2
(next part)
SMILES	thrombin 1536	FXIIa inh	KCC2 mod	Furin inh	KLK5 inh	PERK inh	FXIa inh	p97 inhibitor	Wee1 degr inh
COc1cc(OC)nc(-n2ncc(Br)c(Br)c2=O)n1	-2	9	-1.4	-11	-14	-0.2	3	2	-1
COC(=O)/C=C1\SC(=NC(=O)c2cccc(Cl)c2)NC1=O	5	15	1.6	-18	0	2.4	-4	0	-2
O=C(NCCOCCOCCNC(=O)c1ccccc1)c1ccccc1	-1	2	0.0027	-9	-8	0.8	-5	5	1
Cc1ccn2c(NC(=O)C(C)(C)Oc3ccc(Cl)cc3)c(-c3cccs3)nc2c1	-8	11	-1.9	-21	-12	-0.1	2	0	2
COc1ccc2nc(N3CCC(C)CC3)c(C#N)cc2c1	5	9	·	-21[20 µM]	-13	0.6	7	4	4
Cc1nccn1-c1cc(C(C)(C)C)nc2c(-c3ccccc3)cnn12	-11	3	0.79	-7	-18	-0.2	-3	-3	-1
CCOC(=O)c1c(NC(=O)CSc2nc3cc(Cl)ccc3c(=O)n2Cc2ccco2)sc(C(=O)N(C)C)c1C	-10	9	1.3	-12	-5	0.8	-1	4	-2
CCCNC(=O)CSc1nnc(C)s1	3	25	0.71	-16[20 µM]	-4	1.1	0	2	0
CCOc1ccc2nc(SCC(=O)NC(=O)NCc3ccco3)[nH]c2c1	-2	8	1.5	11[20 µM]	-8	0.1	1	1	-3
CCOCC(=O)Nc1ccc(S(=O)(=O)Nc2ncccn2)cc1	1	53*	0.42	-21[20 µM]	1	0.8	25	-1	-1

FXIIa inh: what is marked active above
SMILES,FXIIa inh,KCC2 mod,Furin inh,KLK5 inh,PERK inh,FXIa inh,p97 inhibitor,Wee1 degr inh
CCOCC(=O)Nc1ccc(S(=O)(=O)Nc2ncccn2)cc1,53*,0.42,-21[20 µM],1,0.8,25,-1,-1

Next records
SMILES	thrombin 1536	FXIIa inh	KCC2 mod	Furin inh	KLK5 inh	PERK inh	FXIa inh	p97 inhibitor	Wee1 degr inh
Cc1ccccc1N1C(=O)C(Oc2ccc(Cl)cc2)C1CNCCCOC(C)C (stereo unspecified)	-8	13	0.4	-6	-13	-0.3	8	2	-2
O=C(Cc1cccs1)Nc1nnc(SCc2cccc3ccccc23)s1	-1	8	-0.28	-18	-9	1.1	5	6	3
COC(=O)c1ccc(S(=O)(=O)N2CCCCC2)o1	-3	6	0.088	-16[20 µM]	-21	0.4	5	-8	0
Oc1oc(C=Nc2ccc(F)cc2F)c2ccccc12	-1	2	-1.5	-5	3	0.7	8	-2	-2
Cc1ccc(C)c(N(CC(=O)N(C)C)S(C)(=O)=O)c1	-6	-4	0.25	8[20 µM]	-1	-1.1	-4	-8	-1
Cc1ccc(S(=O)(=O)N2CCN(S(=O)(=O)N3CCOCC3)CC2)cc1	-4	1	0.31	-13[20 µM]	-9	1.4	-2	2	-3
COC(=O)c1ccc(NCC(=O)c2ccccc2)cc1	6	20	·	-9	2	0.8	6	2	-1
C/C(=N\NC(=O)c1cc(-c2ccncc2)nc2ccccc12)c1ccc(N2CCOCC2)cc1	6	13	0.27	-18	3	0.2	0	3	0
COc1ccc(-c2nc3cnccn3c2Nc2ccc3c(c2)OCO3)cc1	-1	10	0.02	6	-7	-1.0	1	3	5
CNC(=S)N/N=C/c1ccccc1OCC(=O)O	-6	-2	1.4	2	-5	0.0	-6	5	3

Gathered by group: those above containing a cyano group.
SMILES	thrombin 1536	FXIIa inh	KCC2 mod	Furin inh	KLK5 inh	PERK inh	FXIa inh	p97 inhibitor	Wee1 degr inh
Cn1cnnc1SCc1ccc(C#N)cc1Cl	-9	-8	·	-15	26	0.6	-4	10	-1
COc1ccc2nc(N3CCC(C)CC3)c(C#N)cc2c1	5	9	·	-21[20 µM]	-13	0.6	7	4	4
